Cav32 inh = Cav3.2 calcium influx blockers – cell-based, Fluo-4 calcium fluorescence, FDSS, MLSMR library, primary screen; Voltage-dependent T-type calcium channel subunit alpha-1H (Homo sapiens), O95180; Cav3.2-expressing cells; stronger effect = lower value; B-score at 10 µM; 100,000 compounds, 4% hits; AID 449739, 2010;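 active = single-dose well whose peak fluorescence ratio is a statistical outlier from its plate by either plate-standardised score or position-corrected B-score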
The depositor's hits bear a star.

SMILES | Cav32 inh
Cn1c(Cn2c(=O)sc3ccccc32)nnc1SCC(=O)Nc1ccc2c(c1)OCO2 | -0.12
CCN(CC)S(=O)(=O)c1cccc(C(=O)Nc2ccc(C#N)cc2)c1 | -1.5
COc1ccc(CC(C(=O)Nc2cccc(F)c2)c2nn[nH]n2)c(OC)c1 (stereo unspecified) | -0.81
Nn1c(-c2ccccc2Cl)nnc1-c1ccccc1Cl | 0.42
COc1cccc(NC(=O)COc2ccccc2C(N)=O)c1 | -0.22
CCOC(=O)c1[nH]c2ccc(OC)cc2c1NC(=O)CN1CCC2(CC1)OCCO2 | 2.4
Cc1cc(-c2nc3ccccc3o2)c2ccccc2n1 | -1.9
Cc1ccc(C(=O)Cn2c(N3CCOCC3)nc3c2c(=O)n(C)c(=O)n3C)cc1 | 0.95
c1ccc2c(CN3CCOCC3)c3ccccc3c(CN3CCOCC3)c2c1 | 1.7
c1ccc(CSc2nnc(-c3ccccc3)c(-c3ccccc3)n2)cc1 | -2
CCOC(=O)c1cc(-c2ccccc2)nn1CC1CC(c2cccnc2)=NO1 (stereo unspecified) | 0.43
Cc1ccc(C)c(NC(=O)c2nnn(Cc3ccccc3)c2N)c1 | -1.1
CCOC(=O)c1oc2cc(O)ccc2c(=O)c1-c1ccc(OC)cc1 | 1.8
CN(C)S(=O)(=O)c1ccc(/C(O)=C2/C(=O)C(=O)N(Cc3cccnc3)C2c2ccncc2)cc1 (stereo unspecified) | 0.98
CCOc1ccc(N(CC(=O)NC2CCCCC2)C(=O)CNC(=O)c2ccco2)cc1 | -2.6
CCC1Oc2ccc(C)cc2N(CC(=O)NCCN2C(C)CCCC2C)C1=O (stereo unspecified) | 1.1
CC/C(=C\C1CCCCC1)C(NP(=O)(c1ccccc1)c1ccccc1)c1ccccc1 (stereo unspecified) | -1.3
O=C(O)CCCC(=O)Nc1ccc(Br)cc1 | -1
CCOC(=O)c1[nH]c(C)c(C(=O)NCc2ccccn2)c1C | 0.79
CC(C)n1cc(/C=C(\C#N)S(=O)(=O)c2ccccc2)c2ccccc21 | -2.6
Nc1nnc(CC(=O)N2CCCCC2)s1 | -0.25
COC(=O)c1sccc1N/N=C(\C)c1ccc(F)c(Cl)c1 | -0.11
Cc1cccc(Nc2nn3c(=O)c4ccccc4nc3s2)c1 | 0.015
Cc1cccc(-n2c(N)c(C(=O)N3CCN(C)CC3)sc2=S)c1 | -0.9
CCCC(=O)N1CC2(C)CN(C(=O)CCC)CC(CCC)(C1)C2=O | -0.84
Cc1ccc(Cn2c(SCCN3CCCCC3)nc3c2c(=O)[nH]c(=O)n3C)cc1 | 0.39
O=C(Nc1nc(-c2ccccc2)cs1)c1cccc([N+](=O)[O-])c1 | 1.3
O=C(NCC1CCCO1)/C(=C\c1ccc(Cl)cc1)NC(=O)c1ccccc1 (stereo unspecified) | -0.035
CCC(c1nc2ccccc2c(=O)n1CCCn1ccnc1)N1C(=O)c2ccccc2C1=O (stereo unspecified) | 0.98
CCC(=O)N1CCc2cc(S(=O)(=O)CCC(=O)Nc3ccc(F)c(F)c3)ccc21 | 0.1
CCC(C)NC(=O)CSc1nc(-c2cccs2)cc(C(F)(F)F)n1 (stereo unspecified) | -0.95
Cc1ccnc(NC(=O)COC(=O)C2COc3ccccc3O2)n1 (stereo unspecified) | 0.0025
CC(=O)c1c(C)nc2ccc(Cl)cn12 | 0.5
O=C(NCc1ccccc1)c1ccc(=O)[nH]n1 | 0.36
O=C1CC(Cc2ccc(Cl)cc2)C(=O)N1c1ccncc1 (stereo unspecified) | 0.42
C=C(C)CSc1nnc(-c2ccc(C)cc2)n1N | 0.057
CSCCC1NC(=O)N(CC(=O)Nc2cccc3ccccc23)C1=O (stereo unspecified) | 0.37
Cc1ccnc(NS(=O)(=O)c2cccc3nsnc23)c1 | 0.096
Cc1ccc2cc(C)c(NCCO)nc2c1 | -1.6
O=C1CS/C(=C\S(=O)(=O)c2ccc(Cl)cc2)N1 | 0.13
Cc1cc(-c2nc3cccnc3s2)ccc1NS(=O)(=O)c1ccc2c(c1)OCCO2 | -0.48
O=S(=O)(c1cccc(Cl)c1Cl)N1CCCCC1 | -3.7
O=C1c2ccccc2C(Nc2ccc(S(=O)(=O)N3CCOCC3)cc2)N1c1cccnc1 (stereo unspecified) | 0.99
CCCCSc1nnc([C@H](C)NC(=O)OC(C)(C)C)o1 | 0.063
COc1cc(NC(=O)CN(c2ccc(C)cc2)S(=O)(=O)c2c(C)nn(C)c2C)cc(OC)c1 | 0.39
O=C(O)C1=C[C@H](C2CC2)C[C@H](OCCCCO)O1 | -0.013
CCC1(C)Cc2c(sc3nc4n(c(=O)c23)CCCS4)CO1 (stereo unspecified) | -0.042
CCN(Cc1ccccc1)C(=O)c1ccccc1C | 0.066
COC(=O)c1c(NC(=O)CSc2nnnn2-c2ccccc2)sc2c1CCC(C)C2 (stereo unspecified) | -0.48
CSc1nnc2c(n1)OC(c1cn(C)c3ccccc13)N(C(C)=O)c1ccccc1-2 (stereo unspecified) | -0.33

(next part)
SMILES | Cav32 inh
Cc1ccn(CC(=O)O)c(=O)c1 | 0.017
CCCOc1ccc2[nH]cc(C(=O)O)c(=O)c2c1 | -0.98
Cc1cc(C)c2c(=O)[nH]c(SCC(=O)Nc3ccc(N(C)C)cc3)nc2n1 | 0.058
CC(C)Oc1ccc(CSC(=N)N)cc1 | 0.071
Cc1nnc(NC(=O)c2ccc(Br)cc2)s1 | -0.0022
Cc1ccnn1CC(=O)N/N=C/c1ccco1 | -0.1
CCN(CC)C(=O)CN(c1cc(Cl)ccc1OC)S(C)(=O)=O | 0.69
COC(=O)c1cc2ccsc2n1Cc1nc(-c2ccc(OC)cc2)oc1C | -1.8
COc1ccc(OC)c(NC(=O)c2sc3nc(Cc4ccccc4)cc(C(F)(F)F)c3c2N)c1 | -2
COc1ccc(C(=O)Oc2cc(/C=N/NC(N)=S)ccc2OC)cc1 | -2.5

Gathered by group: the entries above with a Cl atom
SMILES | Cav32 inh
Nn1c(-c2ccccc2Cl)nnc1-c1ccccc1Cl | 0.42
COC(=O)c1sccc1N/N=C(\C)c1ccc(F)c(Cl)c1 | -0.11
O=C(NCC1CCCO1)/C(=C\c1ccc(Cl)cc1)NC(=O)c1ccccc1 (stereo unspecified) | -0.035
CC(=O)c1c(C)nc2ccc(Cl)cn12 | 0.5
O=C1CC(Cc2ccc(Cl)cc2)C(=O)N1c1ccncc1 (stereo unspecified) | 0.42
O=C1CS/C(=C\S(=O)(=O)c2ccc(Cl)cc2)N1 | 0.13
O=S(=O)(c1cccc(Cl)c1Cl)N1CCCCC1 | -3.7
CCN(CC)C(=O)CN(c1cc(Cl)ccc1OC)S(C)(=O)=O | 0.69

(next part)
SMILES | Cav32 inh
CCOC(=O)n1c(SCC(N)=O)nc2ccccc21 | -0.029
CCN1CCN(C(=O)c2nn(-c3ccc(C)cc3)c(=O)c3c2c2ccccc2n3C)CC1 | 0.77
N#Cc1cc(C(=O)c2cc(Cl)ccc2O)cn(CC2CCCO2)c1=O (stereo unspecified) | 0.89
COC(=O)c1ccc(C(=O)Nc2cc(Cl)ccc2Cl)cc1NC(=O)c1ccccc1C | 0.038
CC1(C)CC(=O)C(C2(O)C(=O)N(Cc3ccccc3)c3ccccc32)CO1 (stereo unspecified) | 0.36
Cc1cc(C)n(/N=C/c2ccccc2)c(=O)c1C#N | 0.52
Cc1ccc2nc(NC(=O)CCNS(=O)(=O)c3ccc(Br)s3)sc2c1 | -1.7
Cc1ncsc1C(=O)Nc1nc2c(s1)CCCC2 | 0.45
COc1ccc(CN2CCOCC2)c(C)c1C | 0.047
O=C(OCCN1C(=O)c2ccccc2C1=O)c1ccco1 | -0.093
CCOC(=O)C1CCCN(C(=O)C2CCC(CNS(=O)(=O)c3ccc(NC(C)=O)cc3)CC2)C1 (stereo unspecified) | 0.44
CN(C)S(=O)(=O)c1cccc(CSc2cccc[n+]2[O-])c1 | 0.41
COc1ccc2nc(C)cc(Nc3ccc(N4CCOCC4)cc3)c2c1 | -1.2
Cc1cccc(NC(=O)Nc2cc(C)on2)c1 | -1.6
O=C(c1ccc2c(c1)OCO2)N1CCN(c2ccc(F)cc2)CC1 | 0.74
Cc1ccc(OCCN2CCN(C(=O)CCC(=O)Nc3nnc(C)s3)CC2)cc1 | -0.43
O=C(Nc1cccnc1)C1CCCN(S(=O)(=O)c2cccc3nsnc23)C1 (stereo unspecified) | 1
COc1cccc(OCc2cc(/C=N/NC(=O)c3ccn[nH]3)ccc2OC)c1 | -1.3
Cc1ccc2c(c1)C=CC(C)N2C(=O)c1ccccc1 (stereo unspecified) | -2.3
CN(C)/C=N/c1c(C#N)cnn1-c1nc2ccccc2s1 | -0.43

Shown with each value named: part of the list above.
CCOC(=O)C1CCCN(C(=O)C2CCC(CNS(=O)(=O)c3ccc(NC(C)=O)cc3)CC2)C1 (stereo unspecified)
- Cav32 inh: 0.44
CN(C)S(=O)(=O)c1cccc(CSc2cccc[n+]2[O-])c1
- Cav32 inh: 0.41

Carrying on:
SMILES | Cav32 inh
Cc1cc(=O)[nH]c(SCCOc2cccc(C(F)(F)F)c2)n1 | -0.031
CSc1ccc(Cl)c(C(=O)NCCOc2cc(C(C)C)ccc2C)c1 | -1.6
CCN(CC)CCCn1c(=S)[nH]c2ncccc2c1=O | 1.6
O=C(OCn1cncn1)c1ccc(Cl)cc1Cl | -0.24
CCOC(=O)C1CCCN(CCC(=O)Nc2ccc(C)cc2)C1 (stereo unspecified) | 0.56
Cc1nn(C(C)C(=O)N2CCN(c3ccccn3)CC2)c(=O)c2cc3occc3n12 (stereo unspecified) | 1.1
CC(C)C[C@H](NC(=O)c1nc[nH]c1C(=O)NC1CCN(C(=O)OC(C)(C)C)CC1)C(=O)OCc1ccccc1 | -0.69
Cc1ccc(-n2nc3c(c2NC(=O)c2ccccc2Br)CS(=O)C3)cc1 (stereo unspecified) | 0.22
CC(c1nnc(SCC(=O)N2CCc3ccccc32)n1-c1ccc(Cl)cc1)N(C)C (stereo unspecified) | -2.1
CCC(c1nnnn1Cc1ccco1)N1CCN(c2cc(Cl)ccc2C)CC1 (stereo unspecified) | -5.8*
O=C(O)C1CC(=O)N(c2ccc3c(c2)OCCO3)C1 (stereo unspecified) | 0.031
Cc1cccc2sc(NC(=O)C3CCCO3)nc12 (stereo unspecified) | 0.77
CCOc1ccccc1CNC(=O)CCN1C(=O)COc2ccccc21 | -0.029
Cc1ncoc1C(=O)Nc1ccc2c(c1)OCCO2 | 0.31
CCOC(=O)C1CCN(C(=O)Cc2cccs2)CC1 | 0.27
COc1ccc(S(=O)(=O)N(CC(=O)N2CCN(C)CC2)c2ccc(C)cc2)cc1OC | 0.069
COc1cc(C(=O)Nc2ccc(-c3nnc(-c4ccco4)o3)cc2)cc(OC)c1OC | -0.044
Cc1nc(NCCCn2ccnc2)c2ccccc2n1 | 0.013
CCOC(=O)c1nc(C)n(-c2cc(Cl)ccc2Cl)n1 | -0.83
CSc1ccc(S(=O)(=O)Nc2ccc3c(c2)OCCO3)cc1 | -1.2
Cc1ccc(NC(=O)CC2Oc3ccccc3NC2=O)c(C)c1 (stereo unspecified) | 0.11
COc1ccc(C2CC(c3ccccc3)Nc3nc(N)nn32)cc1 (stereo unspecified) | 0.062
Cc1ccc(-c2csc(N(C)C(=O)c3c(C)nn(-c4ccccc4)c3Cl)n2)cc1 | 1.7
O=C(Nc1nccs1)c1cc(N2CCOCC2)nc2ccccc12 | 0.54
Cc1cccc(Cn2c(C(C)(C)C)cc3cccnc32)c1 | -1.6
Cc1nc([N+](=O)[O-])c(Br)n1CC(=O)c1ccc2ccccc2c1 | 0.8
COc1ccc(C(N)CCc2ccco2)cc1 (stereo unspecified) | 0.31
O=C(CCn1c(=O)oc2ccccc21)n1c(=O)oc2ccccc21 | -0.042
Cc1c(C(=O)OCC(C)(C)CN(C)C)oc2ccccc12 | 0.28
O=C(CN1CCN(c2ccc(F)cc2)CC1)NCC1CCCO1 (stereo unspecified) | -0.22
Cc1cc(C)n(CC(O)Cn2ccc3ccccc32)n1 (stereo unspecified) | 0.46
Cc1ccc(S(=O)(=O)C2(C(=O)NC3CCCC3)CC2)cc1 | 0.36
O=c1c2cnn(-c3ccc(F)cc3)c2ncn1Cc1ccc(F)cc1 | -0.53
COCCNC(=O)c1ccc(CS(=O)(=O)c2ccccc2)o1 | 0.59
N#C/C(=C/c1ccc(N2CCCCC2)o1)c1cccc(F)c1 | -5.6*
COc1ccc(/C=c2\sc3nc(-c4ccccc4OC)nn3c2=O)c(OC)c1 | -0.44
CCOC(=O)c1c(-c2ccccc2)csc1NC(=O)CSc1nnnn1C | -3.7
Cc1ccc(Cl)cc1NC(=O)CSc1nnc(C)n1-c1ccccc1 | -2.5
CCOC(=O)C(=O)Nc1nnc(CCc2ccccc2)s1 | 0.65
CCC(=O)Nc1nc2ccccc2n1Cc1ccccc1 | -0.56

A draw from above in order of SMILES length, descending.
SMILES | Cav32 inh
CCOC(=O)c1c(-c2ccccc2)csc1NC(=O)CSc1nnnn1C | -3.7
O=c1c2cnn(-c3ccc(F)cc3)c2ncn1Cc1ccc(F)cc1 | -0.53
Cc1ccc(Cl)cc1NC(=O)CSc1nnc(C)n1-c1ccccc1 | -2.5
CCOC(=O)C(=O)Nc1nnc(CCc2ccccc2)s1 | 0.65
Cc1cc(C)n(CC(O)Cn2ccc3ccccc32)n1 (stereo unspecified) | 0.46

Further structures
SMILES | Cav32 inh
CCCCNC(=O)c1cc2n(n1)C(C(F)(F)F)CC(c1ccccc1)N2 (stereo unspecified) | -0.01
CCOC(=O)C1=C(c2ccccc2)NC(=S)NC1C (stereo unspecified) | -0.18
O=C(O)C1C2CCC(C2)C1C(=O)NCc1ccccn1 (stereo unspecified) | -0.24
CCOC(=O)/C(N=Nc1c(Br)cc(Br)cc1Br)=C(\C)O | -0.63
CC(C)CCOCc1nc2sc3c(c2c(=O)[nH]1)CCC(C)C3 (stereo unspecified) | 0.044
O=c1[nH]cnc2scc(-c3ccsc3)c12 | 1.2
CCCS(=O)(=O)N1CCCC(C(=O)NCCCN2CCCC2=O)C1 (stereo unspecified) | 0.24
Nc1ccc(NC(=O)c2cccs2)c(Cl)c1 | 0.004
O=C(NCC1CCCO1)C(C(=O)c1ccccc1)n1cc(Cl)ccc1=O (stereo unspecified) | 0.39

Assay outcomes: PubChem BioAssay, Vanderbilt High Throughput Screening Facility

This is a subset; the hit share may differ from the screen's.
